# CCHF vOTU inh: CCHFV vOTU protease inhibition; inhibition, % at 11.5 µM; hit rate 0.55% among 370,000; Pep-AMC fluorescence; also: 0% = vehicle wells with enzyme and 100% = no enzyme wells
# GDH-TPI inh: counter-screen for M. tuberculosis FBA inhibitors: GDH-TPI coupled enzymes | GDH-TPI coupled enzyme counterscreen, NADH absorbance | inhibition, % at 4.8 µM | hit rate 1.2% among 360,000 | AID 588335;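 also: 0% = DMSO wells and 100% = wells lacking the enzyme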
# BoNT F protease: BoNT F light chain protease inhibition | Multiplex microsphere protease cleavage assay, flow cytometry | inhibition, % at 10 µM | hit rate 0.22% among 360,000; in the data active = inhibition above about 35%, passing the limit was not always enough; inconclusive = no clear call, values can overlap the other calls; also: plate controls were buffer without enzyme for full effect and enzyme alone for no effect
# FBA Mtb inh: inhibits M. tuberculosis FBA enzyme. P9WQA3. purified M. tuberculosis FBA, fluorescence read-out. inhibition, % at 1 µM. hit rate 2.3% among 360,000. AID 588726; in the data active = inhibition above about 27%;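 also: 0% = vehicle and 100% = reference inhibitor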
# Mtb BioA inh: inhibitors of Mycobacterium tuberculosis BioA enzyme; inhibition, % at 9.99 µM; purified M. tuberculosis BioA enzyme, plate reader; AID 602481; hit rate 0.096% among 360,000; in the data active = inhibition above about 40%; inconclusive = no clear call, values can overlap the other calls
# Mtb UGM inh: Mtb UDP-galactopyranose mutase inhibition. AID 504406. hit rate 0.06% among 320,000. P9WIQ1. purified UGM, fluorescence polarization probe displacement. inhibition, % at 10 µM; in the data active = inhibition above about 10%, passing the limit was not always enough; inconclusive = no clear call, values can overlap the other calls
# Target sequence (P9WIQ1 whole entry, looked up): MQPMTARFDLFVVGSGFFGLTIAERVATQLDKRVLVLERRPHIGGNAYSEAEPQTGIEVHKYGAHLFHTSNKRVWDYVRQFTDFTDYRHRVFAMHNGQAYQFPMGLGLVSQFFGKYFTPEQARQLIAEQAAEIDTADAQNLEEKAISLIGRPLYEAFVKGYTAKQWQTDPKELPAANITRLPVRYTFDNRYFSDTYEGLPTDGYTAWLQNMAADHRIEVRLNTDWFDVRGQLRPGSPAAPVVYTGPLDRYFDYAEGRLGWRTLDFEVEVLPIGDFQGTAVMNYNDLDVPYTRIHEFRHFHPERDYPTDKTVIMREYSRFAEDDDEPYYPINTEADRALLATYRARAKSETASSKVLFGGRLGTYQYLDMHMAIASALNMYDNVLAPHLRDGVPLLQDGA
# FadD28 FP inh: blocks FadD28 binding to the bisubstrate probe. hit rate 0.22% among 360,000. fluorescence polarization. inhibition, % at 12.5 µM; in the data active = inhibition above about 8.5%, passing the limit was not always enough; inconclusive = no clear call, values can overlap the other calls
# Rv3671c protease: inhibitors of M. tuberculosis serine protease Rv3671c; P9WHR9; inhibition, % at 5.96 µM; hit rate 0.048% among 320,000; AID 2606; in the data active = inhibition above about 38%;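 also: extracellular domain of Rv3671c used as enzyme; 0% = enzyme with DMSO and 100% = no enzyme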
# Target sequence (P9WHR9 whole entry, looked up, the tested form may be a part): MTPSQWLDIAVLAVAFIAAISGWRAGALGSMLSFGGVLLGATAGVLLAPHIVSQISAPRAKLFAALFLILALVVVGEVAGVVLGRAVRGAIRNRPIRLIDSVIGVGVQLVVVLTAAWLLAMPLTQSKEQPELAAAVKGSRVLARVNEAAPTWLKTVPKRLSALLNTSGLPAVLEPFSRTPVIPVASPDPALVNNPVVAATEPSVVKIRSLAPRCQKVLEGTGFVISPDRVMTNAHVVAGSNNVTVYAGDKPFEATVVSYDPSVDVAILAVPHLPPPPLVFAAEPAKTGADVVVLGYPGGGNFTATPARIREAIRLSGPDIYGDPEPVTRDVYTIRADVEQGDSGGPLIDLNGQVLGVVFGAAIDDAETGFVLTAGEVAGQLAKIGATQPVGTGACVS
# MazEF act: MazEF (E. coli) toxin RNase activation; P0AE70; FAM/BHQ RNA-DNA oligo cleavage fluorescence, 5 h; activation, % at 20 µM; hit rate 0.32% among 350,000; in the data active = activation above about 50%
# DUSP3 inh: inhibitors of human VHR1 phosphatase (DUSP3); P51452; recombinant VHR phosphatase, pNPP absorbance; inhibition, % at 13.3 µM; hit rate 0.52% among 290,000; AID 1654; in the data active = inhibition above about 50%; also: some compounds called inactive have numbers as strong as hits
# Target sequence (P51452 whole entry, looked up): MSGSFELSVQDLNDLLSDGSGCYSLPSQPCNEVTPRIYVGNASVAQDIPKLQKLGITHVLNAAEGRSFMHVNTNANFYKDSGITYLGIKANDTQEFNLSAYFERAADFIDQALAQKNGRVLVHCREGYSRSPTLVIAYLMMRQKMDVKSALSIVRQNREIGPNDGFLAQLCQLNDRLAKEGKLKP
# * = called active by the depositor; ? = inconclusive; · = no result given. Rule as the data show it, unless noted: active = inhibition above about 30%; inactive = the rest.
structure	DUSP3 inh	FBA Mtb inh	FadD28 FP inh	MazEF act	CCHF vOTU inh	Rv3671c protease	Mtb UGM inh	BoNT F protease	Mtb BioA inh	GDH-TPI inh
O=C(NCc1ccc(F)cc1)c1cc(C2CCCCN2S(=O)(=O)Cc2ccccc2)on1 (centres undefined)	·	-5	-3.8	·	6	·	·	-7	1.0	-5
O=C1c2ccc(Cl)cc2S(=O)(=O)c2cccc(C(=O)N3CCN(c4ccc(Cl)cn4)CC3)c21	·	6	-1.4	10	9	-3	5.0	5	0.7	7
CCOC(=O)C1=C(C)N(C[C@@H]2CC[C@@H](Cc3ccc(-c4ccccc4)cc3)O2)C(=O)NC1c1ccc(SCc2ccco2)c([N+](=O)[O-])c1 (some centres undefined)	·	0	-2.6	-3	4	·	·	6	1.4	5
COc1ccccc1NC(=O)CSc1ccc2nnc(-c3ccccn3)n2n1	6	3	-1.9	4	4	3	1.0	-8	0.5	-7
O=C(CSc1ncnc2c1nnn2-c1ccc(F)cc1)NCC1CCCO1 (centres undefined)	3	1	-3.2	2	-16	1	-2.8	-1	-0.9	-5
Cc1ccc(Cl)c(OCC(=O)OCC(=O)c2ccc[nH]2)c1	·	-1	0.3	-5	-4	-6	-0.7	0	-0.7	5
CN(C)C(=O)CCN1CCOCC1	14	8	-0.8	-11	3	-1	-3.3	-6	-2.5	-3
COc1ccc(-c2c(C#Cc3ccsc3)c3ccccc3n2C)cc1	5	3	-8.0	-16	8	-3	0.1	-9	13	12
COc1ccc(NC(=O)c2ccc3c(c2)C(=O)N(CC2CCCO2)C3=O)cc1 (centres undefined)	12	-1	-2.5	2	5	2	2.7	-27	·	-3
Cc1ccc(S(=O)(=O)Nc2nc(C)c(NC(=O)Nc3ccc(Cl)cc3Cl)s2)cc1	16	0	-1.1	-11	11	29	0.8	-3	2.6	0
O=C(COC(=O)c1cccnc1Cl)Nc1ccc2c(c1)OCCO2	42	0	-0.3	18	-11	5	-0.3	-5	3.4	4
O=C1NC(=O)C(CCc2ccncc2)(Cc2ccc3c(c2)OCO3)C(=O)N1CCc1ccccc1 (centres undefined)	-2	-1	-1.6	-10	-1	-15	0.2	?	3.6	14
Cc1ccc(CCN2CC(C(=O)NC(C)C)CC2=O)cc1 (centres undefined)	21	3	-0.3	8	-3	3	0.0	15	2.6	5
Cc1cccc(C)c1NC(=S)N1CC(C)OC(C)C1 (centres undefined)	12	1	-2.1	2	0	-1	1.0	0	·	-4
N#Cc1ccc(CN(c2ccncc2)S(=O)(=O)c2ccccc2)cc1	16	-4	-4.1	9	-1	10	0.1	1	0.2	-4

# Additional entries
structure	DUSP3 inh	FBA Mtb inh	FadD28 FP inh	MazEF act	CCHF vOTU inh	Rv3671c protease	Mtb UGM inh	BoNT F protease	Mtb BioA inh	GDH-TPI inh
O=C1NC(NS(=O)(=O)c2ccccc2)(C(F)(F)F)C(=O)N1Cc1cccnc1 (centres undefined)	19	-2	1.0	4	0	3	2.2	4	·	10
NC(=O)[C@H](Cc1cc2ccccc2s1)NC(=O)[C@@H]1CC2(CC(c3cccc(NC(=O)[C@@H]4CCC(=O)N4)c3)=NO2)CN1C(=O)/C=C/c1c(F)cccc1Cl (some centres undefined)	7	-2	1.7	-19	·	-130	-1.4	-7	-0.3	3
COc1cccc(NC(=O)C2(C)CCCN2C(=O)C(C)C)c1OC (centres undefined)	·	-2	-3.3	·	-2	·	·	0	-1.1	3
Cc1ccc(S(=O)(=O)N2CCN(C(=O)COC(=O)CSc3cc(C)ccc3C)CC2)c(C)c1	·	2	-2.6	0	-1	-7	-1.0	-1	-2.0	10
CCCN=Cc1ccc(O)cc1	30	-4	-1.0	4	6	1	-1.6	-3	·	15
CCCCOc1ccc(CC2CCC(=O)NC2=O)cc1 (centres undefined)	14	2	0.7	9	-14	-6	1.5	3	·	1
CC(=O)c1c(C)[nH]c(C(=O)NCc2ccc(F)cc2)c1C	30	-3	1.4	2	-7	3	-1.1	4	1.9	-5
Cc1ccc(C(=O)N2CCN(CCNC(=O)C(=O)Nc3ccc(Cl)cc3)CC2)cc1	-4	-1	-3.8	5	-14	·	·	-3	-1.6	-7
O=C(O)c1ccc2c(=O)n3c(nc2c1)/C(=C/c1ccccc1OC(F)F)CC3	-22	5	-9.8	4	-1	-5	3.0	9	3.4	16
C=Cc1ccc(CC2(C)C(=O)Nc3c(Cl)cccc32)cc1 (centres undefined)	·	-5	-1.6	·	·	·	·	2	-0.9	5
COc1ccc2nc(NC(=O)CN(C)S(=O)(=O)c3cccs3)sc2c1	-13	1	-2.2	-2	3	1	-1.0	-12	1.7	11
O=C(NCCc1ccccc1)C(=O)NCC1OCCN1S(=O)(=O)c1ccc(F)cc1 (centres undefined)	13	2	0.6	3	0	2	2.3	-24	-0.9	1
CCN(CC)S(=O)(=O)c1cccc(NC(=O)C(=O)c2c(-c3ccccc3)cc3ccccn23)c1	-8	-1	-3.0	-2	2	-19	-3.5	-12	-1.4	0
COc1ccc(NC(=O)COc2ccc(-n3cnnn3)cc2)cc1OC	·	-2	-3.0	-1	2	·	·	-2	-2.3	-4
c1csc(C(c2nnnn2C2CCCCC2)N2CCN(c3nc4ccccc4s3)CC2)c1 (centres undefined)	0	3	-0.8	-11	3	·	·	-4	0.9	1

# Next part.
structure	DUSP3 inh	FBA Mtb inh	FadD28 FP inh	MazEF act	CCHF vOTU inh	Rv3671c protease	Mtb UGM inh	BoNT F protease	Mtb BioA inh	GDH-TPI inh
COc1ccccc1CCNC(=O)c1cc(-c2ccccn2)nc2ccccc12	·	0	-3.0	1	6	·	·	·	-0.8	-1
CCOCCCNS(=O)(=O)c1ccc(NC(=O)N2c3ccccc3Sc3ccccc32)cc1	20	-3	-6.8	5	7	-3	-2.5	-11	1.6	-7
CCOc1ccc(NC(=O)Nc2cc(C(C)C)c(O)cc2C)cc1	5	3	-1.2	6	-3	-2	2.9	-2	-0.5	0
Cc1cc(-c2cc(C(=O)NCc3ccccc3)on2)nc(NC2CCCC2)n1	-12	0	-4.4	2	-9	-8	-1.8	-3	0.4	3
Cn1nc(-c2ccc(C(=O)Nc3cccc(Cl)c3)cc2)c2ccccc2c1=O	10	0	2.0	101*	2	-14	1.2	-5	0.4	17
Cc1cc(C(C)(C)C)ccc1OCCN(C)C	-2	3	-0.3	-23	3	3	1.6	3	-1.6	-3
O=[N+]([O-])c1ccc(C[n+]2cccc3ccc4cccnc4c32)cc1	8	-1	-3.0	8	-6	0	0.3	1	·	-9
CCOC(=O)c1ccc(NC(=O)c2nc[nH]c2C(=O)NC)cc1	-5	0	-3.0	4	2	-13	0.3	0	-0.9	6
Nc1nc2c(s1)CCCCCCCCCC2	27	0	-0.5	15	-8	-5	-1.2	?	-0.4	-2
OCCN(CC#CC(O)(c1ccccc1)C1CCCCC1)CCO (centres undefined)	-11	3	-2.2	4	0	4	-2.6	?	-0.8	1
Cc1cccc(CC(=O)OCn2nnc3ccccc3c2=O)c1	11	3	-3.5	6	13	9	1.2	-4	-0.9	2
O=C(CN1CCN(S(=O)(=O)c2ccc(Cl)cc2)CC1)N1CCCC1	·	4	-1.0	-1	-5	·	·	·	-0.1	2
CCCCNS(=O)(=O)c1ccc2nc(SCC(=O)c3ccc(C#N)cc3)[nH]c2c1	57*	-1	-3.2	7	15	-33	-1.1	2	-0.5	1
Cc1cc(C)c(NC(=O)Nc2ccc3c(c2)OCO3)c(C)c1	14	-1	-1.8	3	0	6	3.6	·	-1.4	6
Cc1cc(C(=O)NCCC2=CCCCC2)ccc1[N+](=O)[O-]	-1	3	-1.9	0	1	-9	3.0	2	0.1	7

# Reprinted from the part before: 3 compounds; new compounds follow.
structure	DUSP3 inh	FBA Mtb inh	FadD28 FP inh	MazEF act	CCHF vOTU inh	Rv3671c protease	Mtb UGM inh	BoNT F protease	Mtb BioA inh	GDH-TPI inh
CCCCNS(=O)(=O)c1ccc2nc(SCC(=O)c3ccc(C#N)cc3)[nH]c2c1	57*	-1	-3.2	7	15	-33	-1.1	2	-0.5	1
Cc1cc(C)c(NC(=O)Nc2ccc3c(c2)OCO3)c(C)c1	14	-1	-1.8	3	0	6	3.6	·	-1.4	6
Cc1cc(C(=O)NCCC2=CCCCC2)ccc1[N+](=O)[O-]	-1	3	-1.9	0	1	-9	3.0	2	0.1	7
Cc1cc(F)ccc1N1CCC(N2CCN(C)C(CCO)C2)CC1 (centres undefined)	18	2	-4.0	-2	5	0	0.3	14	-0.6	0
COC(=O)Nc1ccc(S(=O)(=O)N2CCCC(C(=O)N3CCCCC3)C2)cc1 (centres undefined)	2	2	-1.7	-4	-5	-2	1.3	-3	·	4
COC(=O)c1cn(C(=O)c2ccc(C)c(C)c2)c2ccccc12	4	6	2.4	34	-13	6	0.9	1	·	1
COc1cc(/C=C/C(=O)O)cc(S(=O)(=O)NCCCO)c1OC	10	16	-2.5	2	-2	-6	-1.5	0	0.0	4
COC(=O)c1sc(NC(=O)c2cccc([N+](=O)[O-])c2)c(C(N)=O)c1C	-5	-2	-1.8	15	-7	2	0.0	-9	-0.8	4
CCOC(=O)c1ccc(NC(=O)CS(=O)(=O)c2cn(CC)c3ccccc23)cc1	21	1	-0.5	-2	6	-13	-3.4	-2	0.4	5
COc1ccc(C(=O)OCC(=O)NCc2ccc3c(c2)OCO3)cc1[N+](=O)[O-]	13	-1	-4.2	1	2	1	-1.9	-1	-0.2	-2
CCOc1cc(CNc2ncc(-c3ccc(OC)cc3)n2C)ccc1O	13	2	-3.6	-1	-4	5	2.7	-4	3.4	-12
O=C(c1cc2cc(F)ccc2[nH]1)N1CCN(c2ccc(F)cc2)CC1	-1	2	-0.8	-3	-6	1	0.3	13	-1.2	10
COc1ccccc1CNC(=O)C1(C)CCCCN1C (centres undefined)	·	3	-0.1	·	0	·	·	1	4.9	10
Cc1ccc(SCCC(=O)N(C)C)cc1	-5	0	-0.1	18	6	8	1.3	-2	-1.8	-1
C/C=C(\C)CN1CCc2cc(OC)c(OC)cc2C1	-32	1	-2.0	-2	5	0	-0.7	-7	0.0	0
COc1ccc(NC(=O)/C(C#N)=C\c2ccc(-c3cc(C(=O)O)ccc3C)o2)cc1	8	-7	-4.0	-5	2	-5	-0.5	-4	0.2	16
O=C(C[C@H]1C/C=C\CC[C@H](Cc2ccc(F)cc2)C(=O)O[C@H](c2ccccc2)CNC1=O)N[C@H](CO)Cc1ccccc1	·	0	0.1	2	28	-5	1.1	1	-0.8	9
CCOc1ccc2c(c1)-c1c(ssc1=S)C(C)(C)N2C	7	3	2.4	8	17	5	-0.3	-22	0.3	18

# Carrying on:
structure	DUSP3 inh	FBA Mtb inh	FadD28 FP inh	MazEF act	CCHF vOTU inh	Rv3671c protease	Mtb UGM inh	BoNT F protease	Mtb BioA inh	GDH-TPI inh
N#CCCN(CCC#N)c1nnc(-c2ccccc2)s1	37	1	0.2	4	0	-5	1.3	-2	-0.5	2
O=C(O)c1ccccc1-c1ccc(C=C2C(=O)N(c3ccccc3)C(=S)N(c3ccccc3)C2=O)o1	-24	0	3.4	-9	9	-6	3.1	-11	-1.4	20
O=C(Nc1ccc(-n2cnnn2)cc1)C1CCC1	6	-2	-2.3	-1	3	-1	-1.3	-23	-2.5	8
O=S1(=O)C[C@H](N2CCCC2)[C@@H](COCc2ccccc2)N1	·	1	-1.4	·	3	·	·	-11	-3.5	·
CCCCOC(=O)C1=C(C)Nc2ncnn2C1c1cccc(OC)c1 (centres undefined)	-4	-6	-5.1	2	0	-4	-4.5	3	0.4	8
Cc1cc(NC(c2ccc(Cl)cc2)c2ccc3cccnc3c2O)no1 (centres undefined)	16	-1	-1.7	13	13	2	0.0	-36	0.7	12
O=C1N=C(O)CN1/N=C/c1ccc(-c2ccc([N+](=O)[O-])cc2)o1	·	-8	-1.9	4	12	2	-0.9	-11	2.4	5
OC[C@@H]1CN(Cc2cccs2)C[C@H](n2cnc3c(N4CCN(c5ccccc5)CC4)ncnc32)O1	·	-4	1.1	·	8	·	·	3	-1.4	5
Cc1ccc(NC(=O)COC(=O)[C@H](C)NC(=O)c2ccccc2)cc1S(=O)(=O)N1CCOCC1	-3	-3	-4.1	-4	-14	-5	0.4	-5	-0.1	7
Cc1ccc(C)c(SCc2noc(C(=O)NCC3CCCO3)c2C(=O)O)c1 (centres undefined)	29	1	-4.3	6	-6	-9	2.9	4	-1.1	5
